IL-2 act = activates IL-2 in a cell-based reporter assay | 360,000 compounds, 0.065% hits | IL-2 activation reporter assay, cell-based qHTS; stimulated with anti-CD3/CD4/CD28 beads; in transgenic mouse T cells | activation, % (series mostly up to about 46 µM) | AID 652025; in the data active means activation above about 50%; inconclusive means mostly about 30% to 49%; further: 0% is about no effect
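Readout: EGFP and DsRed signals by fluorescent plate cytometry. Unstimulated transgenic mouse T cells received compound 60 min before antibody-bead stimulation, then incubated 18 h at 37 degrees C.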
Abeta yeast res = A-beta toxicity reversal in yeast | 410,000 compounds, 0.063% hits | Potency, µM (series often up to 46.1 µM), for the others: at the highest dose growth rescue, hits mostly activators | yeast expressing A-beta42, growth rescue, OD600, 48 h; response scale: 0% DMSO, 100% iron-clioquinol control; further: potency means the concentration at half of the fitted maximal effect; nearly all actives have a fitted effect of over 55% in size
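Yeast growth medium received pinned compounds, then yeast cells expressing toxic A-beta were added; plates incubated at 30 C for 48 hr. Growth read as absorbance at 600 nm, normalized to DMSO and equimolar FeCl3 plus clioquinol controls.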
WRN inhibitor = inhibitors of human WRN helicase | Q14191 | WRN helicase unwinding, fluorescent forked duplex, kinetic | Potency, µM (titrated, usually from 114 µM), for the others: at the top dose activity change, negative = inhibition, hits mostly inhibitors | 360,000 compounds, 0.46% hits | AID 651768; further: potency means the concentration at half of the fitted maximal effect; on the % scale 0 is the no-effect control and ±100 the full control effect; nearly all actives have a fitted effect of over 55% in size
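Kinetic red-fluorescence monitoring (525/598 nm) tracks WRN helicase activity after 100 nM fluorophore-quencher forked duplex and 2 mM ATP are added to 20 nM enzyme pretreated 15 min at room temperature with compound.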
aSyn rescue = inhibitors of alpha-synuclein toxicity in yeast; AID 652106; Potency, µM (highest dose often 46.1 µM), for inactives: top-dose growth rescue (activation), hits mostly activators; Yeast expressing alpha-synuclein, growth rescue, BacTiter-Glo, 24 h; 370,000 compounds, 0.14% hits; further: potency means the concentration at half of the fitted maximal effect; % of control where 0% means no effect; nearly all actives have a fitted effect of over 65% in size
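Screening used galactose-induced yeast with toxic alpha-synuclein levels, exposed to compound for 24 hr at 30 deg C. Cell growth, read with BacTiter-Glo luminescence, gave the measured signal.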
FUS yeast rescue = suppressors of FUS proteinopathy in yeast; S. cerevisiae FUS-expressing, growth rescue, OD600, 24 h; Potency, µM (doses to about 76.6 µM), without a hit: at the top dose growth rescue (activation), usual class: activators; 390,000 compounds, 0.24% hits;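 further: potency means the concentration at half of the fitted maximal effect; plate controls were DMSO vehicle for no effect and reference control for full effect; nearly all actives have a fitted effect of over 55% in size; some results filed as inactive show a strong effect at the top dose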
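Absorbance at 600 nm, taken 24hr after compound addition, measured rescue of FUS-yeast growth at 30C. Induction used 2% galactose with seeding at OD 0.005. Controls: CP55940 from 92uM final, DMSO only.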
EPAC1 antag = EPAC1 (human) antagonism | Potency, µM (titrated, usually from 115 µM), for the others: at the top dose activity change, negative = inhibition, actives largely listed as inhibitors | 360,000 compounds, 0.14% hits | AID 720709 | EPAC1 GEF assay, Rap1b-BODIPY-GDP exchange fluorescence | O95398;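 further: potency means the concentration at half of the fitted maximal effect; plate controls were vehicle for no effect and positive control for full effect; nearly all actives have a fitted effect of over 50% in size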
PLK1 PBD inh = PLK1 (human) polo-box domain binding inhibition | Plk1 PBD binding of FITC phosphopeptide, fluorescence polarization | Potency, µM, inactives show max response, negative = inhibition, most hits filed as inhibitors | 360,000 compounds, 2.8% hits | AID 720504; further: potency means the concentration at half of the fitted maximal effect; series mostly up to about 57 µM; on the % scale 0 is the no-effect control and ±100 the full control effect; nearly all actives have a fitted effect of over 65% in size
Target sequence (P53350 whole entry, looked up, the tested form may be a part): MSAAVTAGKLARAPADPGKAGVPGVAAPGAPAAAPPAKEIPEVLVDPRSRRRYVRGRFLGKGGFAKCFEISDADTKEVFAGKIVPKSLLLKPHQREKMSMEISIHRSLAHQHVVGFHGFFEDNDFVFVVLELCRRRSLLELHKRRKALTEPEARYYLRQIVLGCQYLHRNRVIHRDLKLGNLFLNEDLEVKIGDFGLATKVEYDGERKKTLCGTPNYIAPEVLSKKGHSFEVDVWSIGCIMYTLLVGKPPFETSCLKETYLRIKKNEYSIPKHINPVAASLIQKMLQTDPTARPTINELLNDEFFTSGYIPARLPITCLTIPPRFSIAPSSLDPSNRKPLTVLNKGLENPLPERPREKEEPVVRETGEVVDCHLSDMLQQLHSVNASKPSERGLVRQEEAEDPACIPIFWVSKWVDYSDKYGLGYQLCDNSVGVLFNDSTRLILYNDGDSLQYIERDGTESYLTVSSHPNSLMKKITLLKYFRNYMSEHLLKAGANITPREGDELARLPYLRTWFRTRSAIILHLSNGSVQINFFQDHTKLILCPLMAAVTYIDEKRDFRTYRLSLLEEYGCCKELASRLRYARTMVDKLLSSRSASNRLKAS
EPAC1 ag = activates human EPAC1 exchange factor; O95398; EPAC1 agonist qHTS, biochemical assay; response scale: 100% = response to 6.5 mM cAMP; Potency, µM (titrated, usually from 154 µM), for inactives: top-dose activation, actives largely listed as activators; 360,000 compounds, 0.073% hits; AID 720707; further: potency means the concentration at half of the fitted maximal effect; nearly all actives have a fitted effect of over 60% in size
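Read-out is the fluorescence drop as BODIPY-GDP leaves Rap1B (480 nm excitation, 540 nm emission), recorded every 5 minutes over 30 minutes. Reactions held 100 nM EPAC1, 250 nM Rap1B–BODIPY-GDP and 50 uM GDP, with 6.5 mM cAMP setting full activation.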
PI5P4Ka inh = PI5P4K alpha (human) kinase inhibition; P48426; AID 652105; PI5P4Kalpha enzyme, ADP-Glo luminescence, 60 min; hits give low values; 330,000 compounds, 1.2% hits; max response, %; active means max response of -50% or lower; inconclusive means between -30% and -50%; inactive means -30% or higher; further: value at the top dose of about 77 µM; on the % scale 0 is the no-effect control and ±100 the full control effect
Target sequence (P48426 whole entry, looked up): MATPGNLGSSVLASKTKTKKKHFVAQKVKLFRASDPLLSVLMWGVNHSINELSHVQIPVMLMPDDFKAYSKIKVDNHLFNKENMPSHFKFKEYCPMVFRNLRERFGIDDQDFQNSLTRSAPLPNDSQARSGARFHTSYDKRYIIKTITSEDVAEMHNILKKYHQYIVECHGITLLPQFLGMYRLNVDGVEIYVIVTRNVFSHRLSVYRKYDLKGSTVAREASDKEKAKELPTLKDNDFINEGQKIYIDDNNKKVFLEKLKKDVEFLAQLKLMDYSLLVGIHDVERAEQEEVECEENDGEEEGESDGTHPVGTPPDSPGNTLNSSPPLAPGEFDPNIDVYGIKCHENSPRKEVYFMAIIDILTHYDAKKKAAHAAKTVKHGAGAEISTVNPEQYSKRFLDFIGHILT
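Compounds were pin-transferred onto PI5P4Kalpha and substrate in HEPES pH 7.4 buffer with EGTA, CHAPS and 5% DMSO. ATP (5 microM final) started the reaction, which ran 60 minutes at room temperature before ADP-Glo detection.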
* = called active by the depositor; ? = inconclusive; nt = not tested or not shown; [ ] = remark or other dose. Unless noted, the call rests on the fitted dose curve; in most records, active means well fitted curve in the direction sought with a large enough effect; inconclusive means small, poorly fitted or top-dose-only effect, or another doubt; inactive means no such curve, though single readings can be large; an effect the other way counts as inactive or inconclusive.

SMILES	IL-2 act	Abeta yeast res	WRN inhibitor	aSyn rescue	FUS yeast rescue	EPAC1 antag	PLK1 PBD inh	EPAC1 ag	PI5P4Ka inh
Cc1ccc(C(=O)N/C(=C\c2ccc(-c3cccc([N+](=O)[O-])c3)o2)C(=O)NCCCN(C)C)cc1	-2.5	-8.5%	5.2%	-9.3%	16.6%	-12.2%	-8.5%	-6.6%	8.2
Cc1cnc(NC(=O)Cc2ccc(Br)cc2)s1	3.1	8.1%	-2.4%	-4.0%	-12.9%	3.4%	6.4%	8.0%	4.6
CC(Sc1nnc(NC2CC2)s1)C(=O)Nc1ccc(S(N)(=O)=O)cc1 (stereo not given)	1.3	4.4%	4.2%	1.5%	12.5%	18.8%	0.3%	-2.0%	-5.6
O=C(NCCN1CCOCC1)c1cc(-c2ccc(Cl)c(Cl)c2)on1	-1.1	-24.5%	9.3%	-1.5%	5.8%	-11.7%	-17.3%	12.6%	1.6
COC(=O)[C@H](CC(C)C)NC(=O)N1CCN(c2cccc(C(F)(F)F)c2)CC1	-0.7	23.5%	-1.7%	13.7%	31.6%	-8.0%	0.1%	11.6%	nt
CC1CCC(NC(=O)c2cccn2C)CC1 (stereo not given)	0.2	5.4%	12.5%	-0.3%	-18.3%	6.9%	-0.2%	-8.5%	3.8
Cc1nc2ccccc2c2nc3ccccc3n12	-0.4	-55.3%[inhibitor]	-5.0%	?	-8.8%	0.5%	-6.1%	0.0%	nt
Cc1cccc(CSc2nnc(Cn3c(=O)sc4ccccc43)n2C)c1	-0.2	-18.1%	0.4%	8.2%	2.0%	-3.8%	-12.9%	-5.7%	-0.1
NC(=O)c1ncn([C@@H]2O[C@H](CNCc3cc(Cl)ccc3OCc3ccc(Cl)cc3)[C@@H](O)[C@H]2O)n1	-0.2	2.2%	-7.8%	0.7%	-1.7%	-9.4%	-15.1%	3.2%	19.8
CC(C)=CCN1CCN(Cc2c(C)nn(C)c2Cl)CC1CCO (stereo not given)	-1.1	-2.2%	2.1%	-2.9%	17.7%	-15.9%	-8.5%	-6.5%	1.4
COC1(OC)N=C(N)C2(C#N)C(c3ccccc3)NC(C)=CC12C#N (stereo not given)	0.4	1.6%	-19.8%	-6.1%	nt	-3.3%	-2.5%	2.5%	-9.6
O=C(NCc1cccc(F)c1)c1cccc(OC2CCN(C(=O)C3CC3)CC2)c1	-4.2	0.9%	-29.9%	0.0%	nt	-1.6%	-5.1%	8.1%	0.7
COc1ccc(CC(=O)OCC(=O)Nc2c(C)n(C)n(-c3ccccc3)c2=O)cc1OC	0.4	7.5%	7.1%	-0.5%	-9.4%	-0.6%	-0.3%	-1.3%	1.9
Nc1c(N(Cc2ccco2)C(=O)COc2ccccc2F)c(=O)[nH]c(=O)n1Cc1ccccc1	-0.8	0.5%	-8.2%	-19.1%	-1.2%	?	-13.8%	4.0%	-0.7
Cc1csc(NC(=O)C(CC(C)C)NS(=O)(=O)c2ccc3c(c2)oc(=O)n3C)n1 (stereo not given)	2.2	0.2%	-5.5%	-7.9%	-3.7%	-5.3%	-12.0%	-7.2%	0.2
COc1cc(CN2CC(=O)N(c3cc(Cl)ccc3C)C2=S)cc(OC)c1OC	-0.1	-35.5%	-5.6%	-1.5%	-7.5%	-7.5%	15µM*	0.7%	5.1
O=C(Nc1cc(Cl)ccn1)C1(c2ccccc2)CC1(Cl)Cl (stereo not given)	-1.1	11.8%	-25.4%	-1.5%	9.2%	-10.1%	6.4%	11.2%	0.7
CN(Cc1ccccc1)C(=O)c1ccc(NC(=O)Cc2cccc(NC(=O)C3CCCN(C(=O)C4CCC4)C3)c2)cc1 (stereo not given)	-3.1	5.0%	-10.8%	2.8%	?	?	-13.0%	8.1%	0.0
COc1ccc2[nH]c(C)c(CCN(Cc3cccs3)C(=S)Nc3ccccc3)c2c1	1.8	8.6%	-7.9%	15.2%	?	-6.5%	-21.4%	11.9%	5.5
COCCOC(=O)c1c(C)oc2ccc(OS(C)(=O)=O)cc12	0.0	4.9%	-0.6%	1.5%	-36.1%	-0.2%	-2.3%	1.1%	1.8
CC1CCCCC1NC(=O)/C(C#N)=C/c1ccc2c(c1)OCCO2 (stereo not given)	-1.6	-0.9%	-7.9%	2.2%	nt	-21.9%	26.7µM*	-7.2%	5.2
CCSc1nc2[nH]ncc2c(=O)[nH]1	-0.5	0.1%	6.4%	-0.7%	nt	4.4%	-11.2%	-3.4%	-8.6
COc1ccc(C(=O)NCCN2CCN(C(=O)c3ccc(OC)c(OC)c3)CC2)cc1OC	1.2	0.0%	-0.8%	-4.6%	11.1%	5.0%	-12.0%	-6.8%	-8.2
COc1ccccc1N1CCN(C(=O)Cn2nc(C(F)(F)F)c3c2CCC3)CC1	-0.4	2.4%	-1.5%	1.6%	?	2.5%	-4.7%	-2.8%	8.7
O=C(NC1CCCC1)C(c1ccccn1)N(Cc1ccc(F)cc1)C(=O)c1csnn1 (stereo not given)	0.4	6.7%	6.6%	1.4%	-0.9%	12.1%	-7.7%	14.1%	2.0
O=C(NCc1ccncc1)c1ccc(Cl)c(S(=O)(=O)N2CCOCC2)c1	1.9	4.2%	1.4%	-0.4%	4.3%	-5.6%	-12.8%	-1.1%	-0.5
CCCCOc1ccccc1C1C(C(N)=O)=C(C)Nc2nnnn21 (stereo not given)	-2.3	10.3%	2.7%	0.5%	17.4%	16.1%	-0.6%	-4.2%	nt
CC1=Nn2c(nc(-c3ccccc3)c2-c2ccccc2)NC(=O)C1Br (stereo not given)	0.1	-11.2%	-25.4%	-0.3%	5.0%	2.8%	-24.1%	7.7%	-3.0
COc1ccc(C(=O)N/N=C(\C)c2ccc(NC(=O)Cc3ccccc3)cc2)c(OC)c1	-0.9	7.5%	-23.6%	0.6%	nt	15.7%	2.4%	-3.9%	0.9
COc1ccccc1N(Cc1cc(=O)[nH]c2ccccc12)C(=O)c1ccccc1	0.4	-3.9%	-6.9%[11.6 µM]	1.2%	16.3%	5.1%	-9.9%	-1.8%	5.8
COc1cccc(S(=O)(=O)N2CCN(C(=O)c3ccco3)CC2)c1	0.9	-17.1%	11.9%	-2.5%	1.7%	10.8%	1.9%	-8.5%	0.9
CCCCCCCC/C=C\CCCCCCCC(=O)NCCc1ccc(O)c(O)c1	-0.4	18.5%	-17.4%	?	?	?	23.8µM*	-46.6%[inhibitor]	-0.3
CC[C@@H](Nc1ncnc2c1oc1ccccc12)C(=O)O	-1.1	-9.4%	-8.6%	-3.7%	-24.5%	7.9%	-2.5%	-8.3%	3.2
CCOC(=O)c1c(NC(=O)C2CC2)sc2c1CC(C)(C)OC2	0.5	-13.2%	1.9%	1.4%	-12.3%	8.0%	-12.7%	6.9%	-5.2
CN1CCOCCOc2ccccc2OCCOCC1	-4.6	-1.0%	4.1%	4.7%	-7.1%	3.0%	2.7%	-3.5%	0.6
Cc1ccc(C)c(NC(=O)CN(C)C(C)C(=O)N2CC(C)CC(C)C2)c1 (stereo not given)	-0.8	-11.9%	0.1%	0.1%	20.6%	-7.4%	2.8%	-3.7%	2.5
COc1ccc(NS(=O)(=O)c2cccc(N3CC(O)=C(c4ccccc4)C3=N)c2)cc1	-3.0	5.1%	-3.6%	9.0%	0.9%	-8.0%	-5.9%	11.2%	3.4
Cc1c(Cl)cccc1NC(=O)COC(=O)Cn1cnc2c1c(=O)n(C)c(=O)n2C	0.1	1.8%	2.6%	-0.2%[1.84 µM]	10.4%	18.8%	-1.7%	-4.8%	3.0
CCC(C)NC(=O)c1ccc(NC(=O)C2=C(C)OCCS2)cc1 (stereo not given)	1.0	2.8%	-0.1%	-3.5%	10.6%	3.3%	-4.1%	-2.4%	-1.3
COc1ccc(N(CC(=O)NCc2ccc3c(c2)OCO3)S(=O)(=O)c2ccccc2[N+](=O)[O-])c(OC)c1	-3.2	0.3%	?	-3.6%	nt	-0.2%	0.5%	9.5%	-1.8
COCCNC(=O)C(Cc1c[nH]c2ccccc12)NC(=O)OCc1ccccc1 (stereo not given)	-0.3	-2.3%	3.9%	-2.9%	0.7%	8.9%	-7.4%	-6.3%	-0.6
COC(=O)c1c(C)[nH]c(C(=O)COc2ccc3ccc(=O)oc3c2)c1C	-0.5	9.1%	-12.9%[11.6 µM]	2.6%	-2.6%	-20.6%	-0.3%	0.3%	-4.8
COc1ccc2nc(NC(=O)CN(C)S(=O)(=O)c3cccs3)sc2c1	-2.1	25.7%	-4.7%	7.7%	35.5%	-2.1%	-5.3%	11.8%	nt
Nn1cc(-c2ccccc2)nc1SCC(=O)Nc1ccc2c(c1)OCO2	-1.6	12.3%	-15.7%[57.1 µM]	3.0%	6.0%	-10.6%	-2.7%	-4.0%	-7.6
O=C(c1cccc(Cl)c1)C1CCCN(C(=O)c2ccc3c(c2)OCO3)C1 (stereo not given)	-2.2	-29.1%	-0.7%	-0.2%	27.2%	-2.4%	0.1%	-6.3%	0.4
COc1ccc(S(=O)(=O)N2CCCCC2)cc1NC(=O)c1[nH]c(C)c(C(C)=O)c1C	-0.6	-12.3%	4.8%	-4.0%	-29.9%	-6.8%	-7.5%	-25.2%	2.5

Structural class, those above containing a CF3 group
SMILES	IL-2 act	Abeta yeast res	WRN inhibitor	aSyn rescue	FUS yeast rescue	EPAC1 antag	PLK1 PBD inh	EPAC1 ag	PI5P4Ka inh
COC(=O)[C@H](CC(C)C)NC(=O)N1CCN(c2cccc(C(F)(F)F)c2)CC1	-0.7	23.5%	-1.7%	13.7%	31.6%	-8.0%	0.1%	11.6%	nt
COc1ccccc1N1CCN(C(=O)Cn2nc(C(F)(F)F)c3c2CCC3)CC1	-0.4	2.4%	-1.5%	1.6%	?	2.5%	-4.7%	-2.8%	8.7

Bioassay records from PubChem BioAssay.
